M5 antag: human M5 muscarinic receptor antagonists, primary screen, CHO cells, Fluo-8 calcium fluorescence | Muscarinic acetylcholine receptor M5 (Homo sapiens), P08912 | CHO-hM5 cells, ACh EC80 | inhibition, % at 3 µM | 360,000 compounds, 0.59% hits;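 active means inhibition above a per-plate cutoff, the mean of that plate's test compounds plus 3 SD, cut at about 27% in these data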;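 further: 0% = acetylcholine EC80 with DMSO and 100% = DMSO without agonist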
Target sequence (P08912 whole entry, looked up): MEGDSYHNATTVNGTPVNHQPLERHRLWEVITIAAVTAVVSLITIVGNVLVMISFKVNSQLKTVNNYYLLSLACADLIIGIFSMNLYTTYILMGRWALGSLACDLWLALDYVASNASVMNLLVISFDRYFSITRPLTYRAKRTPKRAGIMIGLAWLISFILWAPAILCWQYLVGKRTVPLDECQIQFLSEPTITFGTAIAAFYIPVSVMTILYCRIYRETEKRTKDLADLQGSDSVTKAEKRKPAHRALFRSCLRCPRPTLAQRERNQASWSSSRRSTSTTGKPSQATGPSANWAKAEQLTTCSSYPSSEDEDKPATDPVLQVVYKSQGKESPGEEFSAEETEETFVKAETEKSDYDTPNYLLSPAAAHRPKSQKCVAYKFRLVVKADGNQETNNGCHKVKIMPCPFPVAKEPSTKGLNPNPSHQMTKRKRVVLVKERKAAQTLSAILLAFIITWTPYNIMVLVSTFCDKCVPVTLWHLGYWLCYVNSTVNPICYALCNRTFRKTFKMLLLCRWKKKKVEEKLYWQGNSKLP
CHRM4 PAM: human M4 muscarinic receptor positive allosteric modulators, primary screen, CHO-K1 cells, Fluo-8 calcium fluorescence; CHO-K1 hM4/Gqi5, ACh EC20; 0% = ACh EC20, 100% = maximal ACh; activation, % at 3 µM; 360,000 compounds, 0.4% hits; AID 624126, 2012;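 active means activation above its plate's cutoff, the mean activation of sample wells plus 3 SD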; further: some results filed as inactive read as strong as hits
Target sequence (P08173 whole entry, looked up): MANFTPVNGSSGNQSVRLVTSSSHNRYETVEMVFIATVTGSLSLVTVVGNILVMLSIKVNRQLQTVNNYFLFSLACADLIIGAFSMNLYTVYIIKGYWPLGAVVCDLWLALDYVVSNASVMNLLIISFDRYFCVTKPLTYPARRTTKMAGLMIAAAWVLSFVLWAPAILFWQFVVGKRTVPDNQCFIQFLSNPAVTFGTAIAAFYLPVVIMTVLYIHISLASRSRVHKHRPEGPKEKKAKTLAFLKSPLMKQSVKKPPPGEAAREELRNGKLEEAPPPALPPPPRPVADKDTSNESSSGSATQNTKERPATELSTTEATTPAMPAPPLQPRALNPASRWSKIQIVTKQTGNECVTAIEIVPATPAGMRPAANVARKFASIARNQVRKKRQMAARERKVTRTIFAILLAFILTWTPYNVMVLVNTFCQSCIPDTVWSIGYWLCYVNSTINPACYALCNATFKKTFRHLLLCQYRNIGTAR
CHRM5 PAM: human M5 muscarinic receptor positive allosteric modulators, primary screen, CHO-K1 cells, Fluo-8 calcium fluorescence; 360,000 compounds, 0.3% hits; Muscarinic acetylcholine receptor M5 (Homo sapiens), P08912; CHO-K1 hM5, ACh EC20 PAM; 0% = ACh EC20, 100% = ACh EC100; AID 624038, 2012; activation, % at 3 µM;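 active means activation above the run cutoff, the mean activation of all test compounds plus 3 SD, cut at about 18% in these data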
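Assay system: CHO-K1 hM5 cells. Also added: acetylcholine at EC20 concentration, added after compound. Dosing: 3 µM, single dose. Times: compound preincubation 140 s before EC20 acetylcholine addition. Signal: Fluo-8 calcium fluorescence. Measure: % activation relative to EC20 and EC100 ACh responses. Repeats: singlicate, one well per test compound.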
M4 antag: human M4 muscarinic receptor antagonists, primary screen, CHO cells, Fluo-8 calcium fluorescence; CHO-hM4 cells, ACh EC80; Muscarinic acetylcholine receptor M4 (Homo sapiens), P08173; AID 624125, 2012; 360,000 compounds, 0.73% hits; inhibition, % at 3 µM;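 active means inhibition above its plate's cutoff, the mean inhibition of sample wells plus 3 SD, cut at about 27% in these data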;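 further: 0% = acetylcholine EC80 with DMSO and 100% = DMSO without agonist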
CRFR2-BP antag: antagonists of CRF-BP/CRF-R2 complex, primary screen, cell-based, HEK293, calcium dye fluorescence, uHTS; CRF-induced calcium fluorescence; inhibition, % at 11.8 µM; 350,000 compounds, 0.59% hits; AID 588475, 2011;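 active means inhibition of the ligand-induced calcium signal above about 50% at the single tested concentration, limit read from the data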
M5 ag: human M5 muscarinic receptor agonists, primary screen, CHO-K1 cells, Fluo-8 calcium fluorescence; CHO-K1 hM5 cells; 0% DMSO wells, 100% maximal acetylcholine response; activation, % at 3 µM; 360,000 compounds, 0.19% hits;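 active means activation above the run's mean over test compounds plus 3 SD, cut at about 23% in these data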;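 further: signal is peak over basal fluorescence ratio across the kinetic read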
CRFR2-BP ag: agonists of CRF-BP/CRF-R2 complex, primary screen, cell-based, HEK293, calcium dye fluorescence, uHTS | CRF-binding protein / CRF receptor 2 complex (human) | calcium dye fluorescence (FLIPR); percent of saturating CRF peptide response | activation, % at 13.2 µM | 350,000 compounds, 0.46% hits;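 active means activation of at least 50%, plus an integration ratio under a set limit after plate pattern correction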;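 further: plate controls were neutral control wells without compound for no effect and CRF at EC100 for full effect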
CHRM4 agonist: human M4 muscarinic receptor agonists, primary screen, CHO-K1 cells, Fluo-8 calcium fluorescence | Muscarinic acetylcholine receptor M4 (Homo sapiens), P08173 | CHO-K1 hM4/Gqi5; vehicle 0%, full acetylcholine response 100% | activation, % at 3 µM | 360,000 compounds, 0.14% hits;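 active means activation above the run mean over all test wells plus 3 SD, cut at about 32% in these data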;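 further: peak over basal fluorescence ratio per well then scaled between controls; 0% = DMSO wells and 100% = acetylcholine at EC100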
IDE inh: human IDE inhibitors in live cells, primary screen, fluorescence polarization, HEK cells, FAbetaB substrate | Insulin-degrading enzyme (Homo sapiens), P14735 | FAbetaB cleavage | inhibition, % at 5.59 µM | 320,000 compounds, 0.41% hits | AID 434962, 2010;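 active means percent inhibition above the average of all tested compounds plus 3 SD, set per screening campaign, cut at about 16% in these data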;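 further: IDE supplied by intact live HEK cells; FP after avidin binding of uncleaved biotin substrate so inhibition keeps polarization high; 0% = DMSO wells and 100% = 60 µM reference IDE inhibitor Ii1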
Starred values were filed as active, the others as inactive; / = not tested or not shown.

structure,M5 antag,CHRM4 PAM,CHRM5 PAM,M4 antag,CRFR2-BP antag,M5 ag,CRFR2-BP ag,CHRM4 agonist,IDE inh
COc1ccc(N(C)C(=O)c2cn(CC(C)C)c(=O)c3cc(OC)c(OC)cc23)cc1,0,7,4,-14,-4,-4,-0.8,2,-1
Clc1ccc(-c2nnc(COc3ncnc4ccccc34)o2)cc1,16,11,2,-4,1,-2,1.5,0,0
CCOc1ccc(OCCn2nnc3ccccc3c2=O)cc1,-9,11,-2,-6,-5,-3,0.8,1,-1
CC(C)CCN(C(=O)c1ccccn1)c1c(N)n(Cc2ccccc2)c(=O)[nH]c1=O,11,6,0,-13,20,1,0.6,0,10
CS(=O)(=O)CCC(C(=O)Nc1ccc2c(c1)OCO2)N1Cc2ccccc2C1=O (stereo unspecified),-8,0,11,-6,-6,0,-1.1,1,3
CC(C)CNC(=O)c1ccccc1NC(=O)c1ccc(CSc2ccccc2)cc1,1,0,-4,-3,-23,0,1.4,0,0
CSc1ccccc1C(=O)N1CCC(n2nccc2NC(=O)C(C)(C)C)CC1,4,-6,-6,3,-4,-3,-1.2,1,0
C/C(=N\Nc1nc(-c2ccccn2)nc2ccccc12)c1ccc(F)cc1,2,-1,12,1,-12,1,1.6,1,8
COc1ccc(N2CCN(C(=O)CN(c3ccccc3)S(=O)(=O)c3ccc(OC)cc3)CC2)cc1,4,-2,-4,-1,24,0,-0.5,0,4
CC(=O)N1CCN(C(=O)c2ccc(S(=O)(=O)Nc3cccc(C(F)(F)F)c3)cc2)CC1,-1,-1,5,-7,16,-4,3.4,0,-1
CC(C)CCNC(=O)C(Cc1ccccc1)NS(=O)(=O)c1ccc2c(c1)c(=O)n(C)c(=O)n2C (stereo unspecified),-3,1,-2,-20,21,-3,-2.3,1,-5
COC(CN(C)C(=O)c1cn(C)c2ccc(S(=O)(=O)N(C)C3CCCCC3)cc2c1=O)OC,21,-3,-7,2,-20,-6,-1.2,1,1
Cc1ccccc1OCC(=O)O/N=C(\N)Cc1ccc(Cl)cc1,-5,3,5,-7,-13,-1,-1.3,-2,9
COc1cccc(NC(=O)CN(C)CC(=O)c2c(N)n(Cc3ccccc3)c(=O)n(C)c2=O)c1,1,2,9,-3,-1,3,1.8,0,2
O=C1c2ccccc2S(=O)(=O)N1CCS(=O)(=O)c1ccc(F)cc1,-4,6,-2,-11,1,-2,0.1,5,6
O=C1CCCC(O)=C1N=Nc1cccc(C(=O)O)c1,-9,20*,-7,-2,7,-6,0.5,3,2
CCN(CC)C(=O)c1ccc(CS(=O)(=O)c2ccc(Br)cc2)cc1,7,1,5,-5,-11,-1,-0.4,0,-1
Cn1ccnc1C1CCCCN1C(=O)c1cc(COc2ccc(F)cc2Cl)on1 (stereo unspecified),-2,-14,-2,3,-54,-7,-1.1,12,2
CCOc1nc(-c2ccc(OC)cc2)ccc1-c1noc(-c2ccncc2)n1,3,8,-1,2,-1,1,1.4,4,/
COc1ccc(CCNC(=O)CSc2nc3c(c(=O)n(C)c(=O)n3C)n2C)cc1OC,6,2,-4,-1,8,-3,-1.0,1,0
COCCCNC(=O)/C(C#N)=C/c1cccc(NC(=O)c2ccccc2Cl)c1,8,8,-4,-2,-22,1,-0.8,2,7
COc1ccc(C(=O)CN2C(=O)c3ccccc3S2(=O)=O)cc1Br,-2,-5,3,7,-13,-3,0.2,2,8
COc1cc2cccc(OC)c(=O)c2c(OC)c1OC,2,8,-2,-25,0,2,-0.1,0,4
Cc1ccc(NC(=O)COC(=O)/C=C/c2ccco2)cc1S(=O)(=O)N(C)C,3,-3,-12,1,-20,0,1.7,3,5
CCOc1ccccc1NC(=O)NNS(=O)(=O)c1cc(OC)ccc1OC,17,0,-8,-4,-16,-1,-1.4,2,5
O=C(COC(=O)COc1ccc2c(c1)CCC2)Nc1ccccc1,10,-7,-18,11,7,3,0.4,19,-1
Cc1ccc(Cc2nnc(SCC(=O)Nc3c(C)cccc3C)[nH]c2=O)cc1,10,4,-13,2,9,-5,-1.2,0,0
CN(C(=O)c1cccc(NC(=O)Cc2cccc([N+](=O)[O-])c2)c1)C1CC1,-1,-1,8,-12,15,1,1.0,2,8
COc1cc(OC)c(/C=N/NC(=O)Cn2nc([N+](=O)[O-])cc2C)c(OC)c1,-3,12*,4,-15,-4,0,-0.6,1,2
COc1ccccc1NC(=O)c1sc2ncn(CC(=O)N3CCC(C)CC3)c(=O)c2c1C,-6,0,2,-11,12,3,-1.1,2,3

4 of the compounds above, with each value named.
Cc1ccc(NC(=O)COC(=O)/C=C/c2ccco2)cc1S(=O)(=O)N(C)C
  M5 antag: 3 | CHRM4 PAM: -3 | CHRM5 PAM: -12 | M4 antag: 1 | CRFR2-BP antag: -20 | M5 ag: 0 | CRFR2-BP ag: 1.7 | CHRM4 agonist: 3 | IDE inh: 5
CC(C)CCN(C(=O)c1ccccn1)c1c(N)n(Cc2ccccc2)c(=O)[nH]c1=O
  M5 antag: 11 | CHRM4 PAM: 6 | CHRM5 PAM: 0 | M4 antag: -13 | CRFR2-BP antag: 20 | M5 ag: 1 | CRFR2-BP ag: 0.6 | CHRM4 agonist: 0 | IDE inh: 10
CS(=O)(=O)CCC(C(=O)Nc1ccc2c(c1)OCO2)N1Cc2ccccc2C1=O (stereo unspecified)
  M5 antag: -8 | CHRM4 PAM: 0 | CHRM5 PAM: 11 | M4 antag: -6 | CRFR2-BP antag: -6 | M5 ag: 0 | CRFR2-BP ag: -1.1 | CHRM4 agonist: 1 | IDE inh: 3
COC(CN(C)C(=O)c1cn(C)c2ccc(S(=O)(=O)N(C)C3CCCCC3)cc2c1=O)OC
  M5 antag: 21 | CHRM4 PAM: -3 | CHRM5 PAM: -7 | M4 antag: 2 | CRFR2-BP antag: -20 | M5 ag: -6 | CRFR2-BP ag: -1.2 | CHRM4 agonist: 1 | IDE inh: 1

Additional results follow:
structure,M5 antag,CHRM4 PAM,CHRM5 PAM,M4 antag,CRFR2-BP antag,M5 ag,CRFR2-BP ag,CHRM4 agonist,IDE inh
COc1ccc(CCNC(=O)COc2ccc(S(=O)(=O)N3CCOCC3)cc2C)cc1,3,-6,3,10,6,1,0.5,5,4
COc1ccccc1C(=O)NCCC(=O)Nc1ccc(S(=O)(=O)Nc2ncccn2)cc1,-2,14,6,-1,13,2,-1.0,1,0
CN(C)S(=O)(=O)c1ccc(NC(=O)CSc2nc3ccccc3n2-c2ccccc2)cc1,3,-23,-5,8,36,1,0.6,-1,2
O=C(CSc1nnc(-c2cccnc2)o1)Nc1cccc(F)c1,4,-1,-5,1,3,4,-1.0,1,-3
Cc1ccc(NC(=O)c2sc3nc(N)c(C#N)cc3c2N)cc1,3,-10,-12,0,-13,2,-0.9,8,12
COc1ccccc1-n1cnnc1SC(C)C(=O)Nc1ccc(NC(C)=O)cc1 (stereo unspecified),0,6,-6,-4,2,-4,-0.4,2,5
O=C(Nc1nnc(C2COc3ccccc3O2)o1)c1ccc(F)cc1 (stereo unspecified),-10,4,7,-1,23,-5,0.2,/,-2
O=C(COc1cccnc1[N+](=O)[O-])N1CCN(S(=O)(=O)c2ccccc2)CC1,10,-1,-4,12,33,1,1.9,0,7
CC1(C)CC(NC2C3CC4CC(C3)CC2C4)CC(C)(C)N1 (stereo unspecified),4,8,-1,13,13,-1,0.0,1,3
CCCCOC(=O)c1ccc(NC(=S)NC(=O)c2c(Cl)cnn2C)cc1,0,-4,4,5,-59,0,7.4,1,1
CCCCOc1ccc(C2/C(=C(\O)c3ccc4c(c3)OCCO4)C(=O)C(=O)N2CCCN2CCOCC2)cc1 (stereo unspecified),-1,6,0,-4,-2,0,0.5,2,4
Cc1ccc(Nc2ncc3c(=O)[nH][nH]c(=O)c3n2)cc1,13,10,-2,-8,-4,2,-2.3,0,/
Fc1cc(Br)ccc1NC(=S)Nc1ccccc1,5,20,-1,5,-5,-1,2.5,2,-3
CCOC(=O)C1=C(C)N(c2ccccc2)C(=O)C1CC(=O)O (stereo unspecified),-8,0,6,-4,0,0,0.2,1,0
Cc1oc(C(=O)O)cc1CSc1nnc(-c2ccccc2)n1C,-3,7,3,-13,-20,-1,6.5,1,-1
COc1ccc(CN2C(=NC(=O)C3CC3)SC3CS(=O)(=O)CC32)cc1 (stereo unspecified),10,-2,-6,8,-5,-3,4.8,1,-2
O=C(CCN1C(=O)COc2ccccc21)NCCN1CCOCC1,-8,8,5,-4,10,-1,3.4,0,-2
Cc1ccc(NC(=O)c2ccccn2)c(Br)c1,-6,-1,-4,2,-3,-1,-0.2,-1,5
CC(O)(c1cccc(F)c1)c1nc(-c2ccc(Cl)cc2)cs1 (stereo unspecified),0,-1,-2,-1,/,-2,/,1,/
O=C(CSc1ncccn1)N/N=C/c1cccs1,-4,7,1,-2,-12,-1,4.6,0,-5
CN(CCCNC(=O)c1ccc(CS(=O)c2ccc(Br)cc2)o1)Cc1ccccc1 (stereo unspecified),9,-8,-6,14,-8,-9,0.6,0,-2
Cc1[nH]c2ccc(C(=O)NCCCN3CCN(C)CC3)cc2c1C,8,10,7,-16,3,-4,0.2,-2,4
O=C(Cn1nc(C(=O)O)c2ccccc2c1=O)Nc1cc(Cl)cc(Cl)c1,-11,-2,9,-19,6,0,0.5,2,7
Cc1ccc(S(=O)(=O)N2CCN(C(=O)CC(C)n3nc(C)c(Cl)c3C)CC2)cc1 (stereo unspecified),-3,-9,13,-20,7,3,-1.6,7,-3
COc1ccc2nc(SCc3cccc(C)c3)nc(C)c2c1,-6,6,3,-9,-16,0,0.7,-1,2
